POLK inh = blocks human DNA polymerase kappa activity; purified Pol kappa, fluorescent DNA synthesis assay, 10 min; 400,000 tested, 0.53% active; Q9UBT6; Potency, µM (doses to about 107 µM), without a hit: at the highest dose activity, negative = inhibition, most hits filed as inhibitors; also: potency is read from the fitted curve at half-maximal effect; % is scaled to controls: 0 for no effect and ±100 for the full control effect
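Inhibition of 10 nM Pol kappa is measured by a fluorescent read-out at 0 and 10 min following addition of 50 nM substrate (final), with a 15-min room-temperature compound preincubation.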
LDHA inh = blocks human lactate dehydrogenase A; purified LDHA, NADH/diaphorase-resazurin fluorescence; hits give low values; P00338; AID 1347041; 480,000 tested, 0.15% active; activity change, % (values are at about 110 or 230 µM); in the data active = activity change below about -30%; inconclusive = mostly about -25% to -30%;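 also: plate controls were DMSO wells for no effect and wells without enzyme for full effect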
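Enzyme activity of human lactate dehydrogenase 5 (2 nM; 0.06 mM NADH, 0.2 mM pyruvate, 5 min, RT) is measured via a resazurin/diaphorase fluorescence readout of residual NADH.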
POLB inh = blocks human DNA polymerase beta activity; P06746; Pol beta primer extension/strand displacement, fluorescence kinetic; Potency, µM (doses to about 114 µM), for the others: at the highest dose activity change, negative = inhibition, usual class: inhibitors; 340,000 tested, 1.3% active; AID 485314; also: potency is read from the fitted curve at half-maximal effect; % is scaled to controls: 0 for no effect and ±100 for the full control effect
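Human Pol beta at 10 nM; strand-displacement substrate 50 nM final. Compound exposure 15 min at room temperature before start, reaction 10 min at room temperature.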
Pol eta inh = inhibitors of human DNA polymerase eta; Potency, µM (titrated, usually from 114 µM), for the others: top-dose activity change, negative = inhibition, actives largely listed as inhibitors; AID 588591; Q9Y253; 390,000 tested, 1.2% active; recombinant Pol eta, fluorescent DNA replication assay; also: potency is read from the fitted curve at half-maximal effect; % is scaled to controls: 0 for no effect and ±100 for the full control effect
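Fluorescent replication assay: 50 nM final substrate added after a 15 min room-temperature compound preincubation with 10 nM enzyme. Signal taken at 0 min and again at 10 min.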
APE1 inh = inhibitors of human APE1 endonuclease | recombinant APE1, TAMRA/BHQ-2 abasic DNA cleavage fluorescence | 350,000 tested, 0.35% active | Potency, µM (titrated, usually from 65.8 µM), for inactives: at the highest dose activity change, negative = inhibition, most hits filed as inhibitors | P27695;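 also: potency is read from the fitted curve at half-maximal effect; plate controls were vehicle for no effect and reference inhibitor for full effect; nearly all actives have a fitted effect of over 55% in size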
Target sequence (P27695 whole entry, looked up): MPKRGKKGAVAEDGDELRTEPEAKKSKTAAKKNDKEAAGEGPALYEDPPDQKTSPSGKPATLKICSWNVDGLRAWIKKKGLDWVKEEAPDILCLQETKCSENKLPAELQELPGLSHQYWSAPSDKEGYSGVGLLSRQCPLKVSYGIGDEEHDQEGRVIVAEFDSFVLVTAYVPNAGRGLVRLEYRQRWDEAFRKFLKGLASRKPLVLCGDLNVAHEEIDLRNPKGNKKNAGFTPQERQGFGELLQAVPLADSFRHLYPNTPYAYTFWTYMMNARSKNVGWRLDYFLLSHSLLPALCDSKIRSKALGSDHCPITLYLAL
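Substrate: short duplex with […] THF abasic site, 5'-TAMRA and 3'-BHQ-2, 50 nM final. APE1 at 0.75 nM, preincubated 15 min RT with compound. Fluorescence increase from first to third read measured activity.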
POLI inh = inhibitors of human DNA polymerase iota; Pol iota fluorescent replication assay, 10 min; Q9UNA4; Potency, µM (highest dose often 115 µM), for the others: at the top dose activity, negative = inhibition, actives largely listed as inhibitors; 390,000 tested, 1% active; also: potency is read from the fitted curve at half-maximal effect
Target sequence (Q9UNA4 whole entry, looked up): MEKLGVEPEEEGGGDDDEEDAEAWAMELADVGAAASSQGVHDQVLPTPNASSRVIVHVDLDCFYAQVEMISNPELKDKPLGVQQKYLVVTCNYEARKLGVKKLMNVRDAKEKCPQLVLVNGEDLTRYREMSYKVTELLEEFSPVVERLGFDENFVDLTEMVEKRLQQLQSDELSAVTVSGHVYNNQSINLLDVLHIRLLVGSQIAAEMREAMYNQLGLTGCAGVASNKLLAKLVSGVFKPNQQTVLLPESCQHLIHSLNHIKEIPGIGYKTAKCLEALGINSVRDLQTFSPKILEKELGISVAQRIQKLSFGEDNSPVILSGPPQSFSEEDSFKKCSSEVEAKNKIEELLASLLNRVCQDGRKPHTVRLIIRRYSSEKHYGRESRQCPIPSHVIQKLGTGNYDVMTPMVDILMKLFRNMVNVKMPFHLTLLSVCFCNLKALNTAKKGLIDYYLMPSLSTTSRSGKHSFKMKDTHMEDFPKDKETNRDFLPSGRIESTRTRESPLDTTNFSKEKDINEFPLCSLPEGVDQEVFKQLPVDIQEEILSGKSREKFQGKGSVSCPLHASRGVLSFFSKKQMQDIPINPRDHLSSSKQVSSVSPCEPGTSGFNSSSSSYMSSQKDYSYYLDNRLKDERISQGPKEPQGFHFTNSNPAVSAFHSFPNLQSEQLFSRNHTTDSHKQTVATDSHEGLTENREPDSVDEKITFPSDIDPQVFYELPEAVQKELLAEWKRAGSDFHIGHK
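Fluorescent replication assay read twice, at 0 min and 10 min after adding 50 nM (final) substrate. Enzyme (10 nM) and compounds were first incubated 15 min at room temperature; enzyme-free buffer wells were negative controls.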
BLM helicase inh = Bloom syndrome helicase (human) inhibition; P54132; recombinant BLM DNA unwinding, fluorescence dequenching; Potency, µM (series often up to 56.1 µM), for inactives: at the highest dose activity change, negative = inhibition, most hits filed as inhibitors; 350,000 tested, 0.2% active; AID 2528;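 also: potency is read from the fitted curve at half-maximal effect; plate controls were vehicle for no effect and no enzyme for full effect; nearly all actives have a fitted effect of over 35% in size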
Anesthetic bind = candidate novel general anesthetic via apoferritin binding; P02791; apoferritin/1-aminoanthracene competitive binding, fluorescence; Potency, µM (titrated, usually from 77.5 µM), for inactives: top-dose activity change, negative = displacement, hits mostly inhibitors; 350,000 tested, 0.074% active; AID 485281; also: potency is read from the fitted curve at half-maximal effect; % is scaled to controls: 0 for no effect and ±100 for the full control effect; nearly all actives have a fitted effect of over 20% in size
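Probe: 1-aminoanthracene (50% saturated, PBS). Protein: horse-spleen apoferritin, 10 uM. Incubation: 10 min, room temperature. Detection: 380 nm excitation, 535 nm emission. Analysis: normalized response, four-parameter Hill.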
GRP78 ERSR act = ER stress response induction in glioma. U87-MG GRP78 promoter luciferase reporter, 16 h. Potency, µM, inactives show at the highest dose activation, most hits filed as activators. 420,000 tested, 0.02% active; also: potency is read from the fitted curve at half-maximal effect; series mostly up to about 76 µM; % of control where 0% means no effect; nearly all actives have a fitted effect of over 35% in size
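ERSR induction read as luciferase luminescence (Bright-Glo, 10 min at room temperature) in stably transfected human U87-MG glioma cells exposed to compounds for 16 h, using GRP78 as sensor.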
* = called active by the depositor; ? = inconclusive; . = no result given; [ ] = another dose, or the depositor's remark. Unless noted, calls follow the shape of the dose curve; as a rule, active = well fitted curve in the direction sought with a large enough effect; inconclusive = small, poorly fitted or top-dose-only effect, or another doubt; inactive = no such curve, though single readings can be large; an effect the other way counts as inactive or inconclusive.

cpd	Compound	POLK inh	LDHA inh	POLB inh	Pol eta inh	APE1 inh	POLI inh	BLM helicase inh	Anesthetic bind	GRP78 ERSR act
1	CN(C)CCCN(C(=O)c1ccc(Cl)s1)c1nc2cc3c(cc2s1)OCO3	10%	-2	7%	-23%	-9%	12%	4%	-12%	-15%
2	CC(=O)N(c1ccc(Cl)cc1)c1c[nH]c2ccccc12	-11%	0	3%	-6%	-1%	?	-7%	-13%	-2%
3	O=C1c2cnc3nc(SCc4ccc(Cl)cc4)nn3c2CC2c3ccccc3CCN12 (stereo not given)	2%	-6	18%	-12%	-1%	11%	-2%	-18%	-2%
4	CCOC(=O)c1c(C)[nH]c(CCC(=O)NCc2cccc(OC)c2)c1C	-8%[60.1 µM]	-18	?	-16%	.	-6%	0%	-8%	-2%
5	Cc1c(NC(=O)c2c(NC(=O)CNC3CC3)sc3c2CCCC3)c(=O)n(-c2ccccc2)n1C	1%	-89*	-17%	-5%	0%	17%	4%	-3%	-6%
6	Cc1cnc(C(=O)N2CCN(c3ccc(C(F)(F)F)cn3)CC2)cn1	-2%	-2	-22%	-12%	6%	-13%[58.9 µM]	-1%	0%	-2%
7	CSCCC(NC(=O)c1ccc(Cl)cc1)C(=O)O (stereo not given)	-6%	-1	-1%	1%	?	-3%	-1%	1%	-1%
8	Cc1ccnc(NC(=O)/C=C/c2ccccc2Cl)c1	-6%	-13	5%	3%	1%	50%[activator]	0%	-11%	-11%
9	CCOCCn1c(CN2CCN(c3ccc(OC)cc3)CC2)nc2c1c(=O)n(C)c(=O)n2C	-2%	7	.	-12%	.	45%[activator]	.	.	1%
10	O=C(COC(=O)c1ccccc1C(=O)c1ccccc1)Nc1ccc(SC(F)F)cc1	-16%	-8	32%	-22%	?	-1%	-12%	-21%	-4%
11	Cc1ccc(-n2ncc3c(=O)[nH]c(SCC(=O)N4CCCCC4)nc32)cc1	1%	-2	2%	-14%	-3%	-17%	-1%	0%	-6%
12	COc1cc2c(cc1OC)C(c1cc(OC)c(OC)c(OC)c1)NCC2 (stereo not given)	-3%	1	56%	?	16%	14%	-12%	-4%	-5%
13	CC(C)Oc1ccc(S(=O)(=O)N2CCOCC2)cc1NC(=O)C(C)Oc1ccc(F)cc1 (stereo not given)	-17%	-5	.	-21%	-15%	10%	.	.	-4%
14	O=C(CN(C(=O)CCC(=O)Nc1nccs1)c1ccc(F)c(Cl)c1)NCC1CCCO1 (stereo not given)	2%	-4	5%	-19%	-8%[12.4 µM]	35%[activator]	1%	5%	-4%
15	CCC1(O)CC2CN(CCc3c([nH]c4ccccc34)C(C(=O)OC)(c3cc4c(cc3OC)N(C=O)C3C(O)(C(=O)OC)C(OC(C)=O)C5(CC)C=CCN6CCC43C65)C2)C1 (stereo not given)	-1%	0	.	-8%	.	10%	.	.	-6%
16	Cc1ccccc1C(=O)NC1CCN(C(=O)NC2CCCCC2)CC1	1%	-8	4%	-9%	-5%	24%	0%	-7%	-2%
17	CN(Cc1ccccc1)C(=O)c1ccccc1NC(=O)c1ccccc1	2%	-1	26%	-3%	0%	27%	1%	-10%	-2%
18	Cc1cccnc1Nc1nc(-c2ccccc2)cs1	-4%	1	45%	-5%	22%	8%	-8%	2%	0%
19	CC(C)c1ccc(S(=O)(=O)Nc2ccc3c(c2)OCO3)cc1	-16%	3	.	-11%	-3%	12%	.	.	1%
20	Cc1ccc(N2CCN(C3=NC(=O)/C(=C\c4cccs4)S3)CC2)cc1	-3%	-1	-19%	-20%	-5%	5%	-1%	-6%	-5%
21	Cc1oc2c(c(C)cc3oc(=O)c(CC(=O)N[C@@H](CCCNC(N)=O)C(=O)O)c(C)c32)c1C	6%	-2	37%	-7%	-9%	11%	0%	69%[activator]	-6%
22	Cc1cccc(C(=O)Nc2ccc3nc(SCCOc4ccccc4)sc3c2)c1	3%	-4	?	-14%	.	-3%	-2%	5%	-4%
23	O=C1C2C3c4ccccc4C(c4ccccc43)[C@@H]2c2nc3ccccc3n21 (stereo not given in full)	-6%	-2	1%	-6%	-3%	2%	-2%	-17%	1%
24	O=C(CCNc1cccc(Cl)c1)c1ccco1	-23%	-2	0%	-7%	-2%	-7%	0%	?	-1%
25	O=C(Nc1ccc(NC(=O)c2cccs2)cn1)c1ccccc1	-1%	-4	15%	-15%	-11%	-20%	-4%	-9%	-4%

Quoted from the listing.
no. 7 @ BLM helicase inh: -1%
no. 8 @ Pol eta inh: 3%

Shown as a hit in LDHA inh, among the entries above:
cpd | Compound | POLK inh | LDHA inh | POLB inh | Pol eta inh | APE1 inh | POLI inh | BLM helicase inh | GRP78 ERSR act
5 | Cc1c(NC(=O)c2c(NC(=O)CNC3CC3)sc3c2CCCC3)c(=O)n(-c2ccccc2)n1C | 1% | -89* | -17% | -5% | 0% | 17% | 4% | -6%

Further results follow:
cpd	Compound	POLK inh	LDHA inh	POLB inh	Pol eta inh	APE1 inh	POLI inh	BLM helicase inh	Anesthetic bind	GRP78 ERSR act
26	CC1(C)C(=O)Nc2ccccc2N1C(=O)COC(=O)c1cccc(O)c1	-39%	-5	.	-22%	-17%	-13%	.	.	-5%
27	O=C(O)c1cc(S(=O)(=O)N2CCCCC2)ccc1N1CCOCC1	-13%	-8	.	-20%	22%	-7%	.	.	-5%
28	CO/N=C(/C)CCC(=O)OC[C@@H]1O[C@H](C#Cc2ccccc2)C=C[C@@H]1Oc1ccc(C)cc1	.	.	.	.	5%[12.4 µM]	.	-3%[12.4 µM]	-11%[15.3 µM]	-4%
29	O=C(CNc1ccc2ccccc2c1)N/N=C/c1ccccn1	-7%	21	-4%	-24%	8%	31%	-2%	-10%	0%
30	COc1ccc(NC(=O)NC2(C(=O)N3CCCC(C)C3)CCCCC2)cc1 (stereo not given)	1%	1	-16%	-17%	6%	139%[activator]	-5%	1%	-1%
31	CN(C(=O)COC(=O)C1COc2ccccc2O1)c1c(N)n(Cc2ccccc2)c(=O)[nH]c1=O (stereo not given)	-13%	-12	.	-8%	-8%	103%[activator]	.	.	-2%
32	Cc1ccc(NS(=O)(=O)c2ccc3[nH]c4c(c3c2)CCCCC4)cc1	-12%	-5	-15%	-16%	.	6%	-12%	-12%	-11%
33	Cc1nn(-c2ccccc2)c(C)c1NC(=O)COC(=O)c1ccccc1	-18%	-9	.	-19%	30%	-4%	.	.	0%
34	COc1ccc(CCC(=O)OCC(=O)NCc2ccc3c(c2)OCO3)cc1	3%	-3	.	-23%	14%	15%	.	.	1%
35	COc1ccc(CNC(=O)N2CCN(c3cccc(C)c3C)CC2)cc1OC	6%	-7	1%	-12%	54%[activator]	19%	-4%	-4%	-2%
36	CC(OC(=O)CN1C(=O)NC2(CCCC2)C1=O)C(=O)Nc1cccc(Cl)c1Cl (stereo not given)	-5%	-1	.	-17%	13%	-4%	.	.	-4%
37	CC(Oc1ccc(F)cc1)C(=O)Nc1ccccc1C(=O)NC1CC1 (stereo not given)	0%	2	.	-20%	12%	-11%	.	.	-2%
38	O=S(=O)(NCC1CCN(c2ccc(S(=O)(=O)N3CCOCC3)cc2)CC1)c1ccccc1	-20%	1	10%	-11%	51%	108%[activator]	-2%	3%	-2%
39	Cn1c(=O)c(CCc2ccccc2)nc2cnc(Oc3ccccc3)nc21	-2%[60.1 µM]	.	.	.	8%	.	-4%	.	-1%
40	O=C(COc1ccc(Cl)cc1Cl)N/N=C/C1CC=CCC1 (stereo not given)	-8%	-15	19%	-6%	35%	-8%	-8%	-22%	3%
41	NC(=O)CC[C@@H](N)C(=O)O	-2%[60.1 µM]	.	.	.	-1%	.	-9%	-17%	0%
42	CCCOc1ccc(C(=O)N2CC3(CC(c4cccc(NC(=O)[C@@H]5CCC(=O)N5)c4)=NO3)C[C@H]2C(=O)NC2(C(N)=O)CC2)cc1 (stereo not given in full)	4%	6	18%	-15%	?	16%	1%	-14%	-4%
43	NC(=O)c1cc(S(=O)(=O)N2CCCC2)ccc1OCCOc1ccccc1	5%	-13	.	-19%	3%	22%	.	.	-4%
44	COCCn1c(-c2cccs2)csc1=Nc1cccnc1	-25%	11	2%	-9%	-6%	87%[activator]	-9%	-13%	-3%
45	COC(=O)c1cc(=O)n(CCc2ccc(OC)cc2)c(=Nc2ccc(F)c(Cl)c2)s1	-12%	-13	-1%	-20%	3%	46%[activator]	0%	-23%	12%
46	CCn1c(-c2ccc(OC)c(OC)c2)n[nH]c1=S	-6%	-5	4%	-18%	-1%	-2%	1%	1%	-3%
47	COc1ccc(NC(=O)COC(=O)C2CCN(S(=O)(=O)c3ccccc3)CC2)cc1Cl	-11%	-3	.	-9%	-14%	6%	.	.	-1%
48	COc1ccc(OC)c2nc3c(C(=O)NCCN(C)C)cccc3nc12	?	22	.	?	.	?	.	.	?
49	COCCOc1ccc(C(F)(F)F)cc1NC(=O)CN1C(=O)NC(C)(c2ccc3c(c2)OCO3)C1=O (stereo not given)	-3%	1	.	-21%	36%	14%	.	.	-3%
50	COc1ccccc1NC(=O)Nc1nn(C)c2cccc(OC)c12	-6%	-5	-26%	-6%	-8%	38%[activator]	-14%	-14%	-5%

The list continues.
cpd	Compound	POLK inh	LDHA inh	POLB inh	Pol eta inh	APE1 inh	POLI inh	BLM helicase inh	Anesthetic bind	GRP78 ERSR act
51	CC(C)CN1CCc2nc(-c3ccccc3)c3c(c2CC1)COC(C)C3 (stereo not given)	.	.	.	.	35%[activator][12.4 µM]	.	3%[12.4 µM]	3%[15.3 µM]	-3%
52	CCOC(=O)CC1C(=O)NCCN1C(=O)NC1CCCCC1 (stereo not given)	2%	-4	19%	1%	0%	-5%	-3%	-4%	-3%
53	Cc1ccc(C)c(-n2cc(-c3ccc(Cl)cc3)nc2SCC(=O)NC2CCS(=O)(=O)C2)c1 (stereo not given)	-6%	-1	29%[57.1 µM]	-15%	-5%	1%	-8%	-2%	-4%
54	CCCCN1C2=NCCCN2c2cc(C)c(C)cc21	-7%	-1	42%	-7%	-3%	-3%	-3%	-15%	-5%

High-throughput results (PubChem)

Only part of the results is shown; count on the stated rates, not on these rows.
